OX1R antag-1 – antagonists of human orexin 1 receptor (OX1R). AID 485270, 2010. actives 1.8% (n = 330,000). OX1R-expressing cells, FRET antagonist read-out. inhibition, % at 6.6 µM. Orexin/Hypocretin receptor type 1 (Homo sapiens), O43613; in the data active means inhibition mostly above about 38%, no sharp cut-off; inactive means mostly below about 40%;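 further: 0% = agonist challenge alone and 100% = reference antagonist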
Target sequence (O43613 whole entry, looked up): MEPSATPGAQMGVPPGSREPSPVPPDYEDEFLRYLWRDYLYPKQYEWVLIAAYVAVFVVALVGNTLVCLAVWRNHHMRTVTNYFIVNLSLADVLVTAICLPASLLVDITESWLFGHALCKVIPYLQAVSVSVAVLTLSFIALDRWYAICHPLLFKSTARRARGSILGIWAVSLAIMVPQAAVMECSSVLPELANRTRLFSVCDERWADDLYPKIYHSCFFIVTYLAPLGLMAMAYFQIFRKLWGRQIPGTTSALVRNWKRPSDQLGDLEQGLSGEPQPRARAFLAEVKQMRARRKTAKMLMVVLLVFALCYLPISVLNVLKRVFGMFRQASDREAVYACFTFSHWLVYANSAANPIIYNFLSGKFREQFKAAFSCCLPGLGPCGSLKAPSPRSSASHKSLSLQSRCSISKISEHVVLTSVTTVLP
CHT allo act – CHT positive allosteric modulators, primary screen, cell-based, membrane potential dye, choline EC20. High affinity choline transporter 1 (Homo sapiens), Q9GZV3. CHT-expressing cells; active compounds read high; LV-AA mutant CHT in HEK293 cells. B-score at 10 µM. actives 0.49% (n = 310,000). AID 488977, 2010;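 active means initial fluorescence not abnormally high and integrated response B-score, plate-corrected, over 3 SD above library mean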
Target sequence (Q9GZV3 whole entry, looked up): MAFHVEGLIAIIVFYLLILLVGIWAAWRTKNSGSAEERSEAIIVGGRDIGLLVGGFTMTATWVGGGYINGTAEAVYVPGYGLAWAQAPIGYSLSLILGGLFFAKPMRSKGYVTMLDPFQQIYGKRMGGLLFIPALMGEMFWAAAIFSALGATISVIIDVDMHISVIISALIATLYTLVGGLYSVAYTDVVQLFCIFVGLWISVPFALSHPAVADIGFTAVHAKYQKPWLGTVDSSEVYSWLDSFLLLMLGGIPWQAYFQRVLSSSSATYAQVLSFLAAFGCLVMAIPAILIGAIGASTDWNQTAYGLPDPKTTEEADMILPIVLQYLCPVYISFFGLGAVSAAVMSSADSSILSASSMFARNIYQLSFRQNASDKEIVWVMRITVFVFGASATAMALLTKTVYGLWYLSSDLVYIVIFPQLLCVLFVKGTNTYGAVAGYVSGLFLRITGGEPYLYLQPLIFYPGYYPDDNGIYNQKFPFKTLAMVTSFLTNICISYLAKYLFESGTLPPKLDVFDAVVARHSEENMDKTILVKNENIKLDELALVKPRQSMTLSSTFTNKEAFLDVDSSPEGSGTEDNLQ
OX1R antag-2 – OX1R (HCRTR1) antagonists, primary screen, fluorescence, CHO/OX1R cells, Fluo-8 calcium, orexin A; AID 434989, 2010; Orexin/Hypocretin receptor type 1 (Homo sapiens), O43613; inhibition, % at 5 µM; actives 0.43% (n = 330,000); Fluo-8 calcium fluorescence;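 active means inhibition above its plate's threshold, mean inhibition of all tested compounds on the plate plus 3 SD, cut at about 37% in these data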;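 further: 0% = orexin A challenge wells and 100% = SB-334867-A antagonist wells; not every result past the cut was called active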
* = called active by the depositor; i = inactive; x = not tested or not shown.

SMILES	OX1R antag-1	CHT allo act	OX1R antag-2
O=C(COc1ccccc1)Nc1ccncc1Cl	11.9	i	-22.2
CC(=O)c1ccc(OCCCC(=O)NCCc2ccc(C(F)(F)F)cc2)cc1	24.4	i	-3.1
COc1cc(/C=C2\C(=O)ON=C2c2ccccc2)cc(OC)c1OC	15.3	i	-14.5
Cc1ccccc1OCCC(=O)OCC(=O)Nc1c(C)nn(-c2ccccc2)c1C	16.5	i	-24.9
Cc1cc(C)cc(NC(=O)Nc2cc(-c3ccccc3)nn2C)c1	13.8	i	-4.5
COc1ccccc1NC(=O)CCNS(=O)(=O)c1ccc2[nH]c(=O)oc2c1	-2.9	i	-5.4
COc1cc(C(=O)NCC(c2ccco2)N(C)C)cc(OC)c1OC (centres undefined)	9.5	i	-18.4
Cc1ccnc(N2CCC(C(=O)NC3CCCCCC3)CC2)n1	-0.8	i	-16.3
COCCN1Cc2cccc(C(=O)NCc3ccccc3OC)c2C1=O	27.7	i	-9.2
CCCC1CC(CSC(=N)N)OC1=O (centres undefined)	12.7	i	-4.2
COc1cc(SC)ccc1C(=O)NCCOc1ccc(C)c(C)c1	14.3	i	-25.8
O=C(NCc1ccc(Cl)cc1)C1CCN(S(=O)(=O)c2cccs2)CC1	25.2	i	-13.5
N=c1c(C(=O)NCc2ccco2)cc2c(=O)n3ccccc3nc2n1Cc1ccccc1	63.3	i	-6.1
CCOC(=O)C1CCCN(C(=O)c2cc(-c3ccccc3)nc3ccccc23)C1 (centres undefined)	32.1	i	-39.4
O=C(/C=C\c1ccco1)NC(=S)Nc1ccccc1O	8.2	i	-8.3
CN(Cc1ccccc1N1CCCC1)C(=O)c1cc2ccccc2o1	7.0	x	9.2
COc1cccc(/C=N/NC(=O)Cn2cnc3c2c(=O)n(C)c(=O)n3C)c1	3.7	i	-17.6
NC(=O)Nc1ccc(C(=O)OCC(=O)N2CCCC2=O)cc1	8.8	x	-9.5
CC(=O)c1cccc(NC(=O)CSc2nnc(C(C)N(C)C)n2Cc2ccccc2)c1 (centres undefined)	16.2	i	-30.1
CCCn1nc(NS(=O)(=O)c2cccc3nonc23)c2cc3cccc(C)c3nc21	52.1*	i	-2.1
O=C(C1CCN(C2CC(=O)N(c3cccc(Cl)c3)C2=O)CC1)N1CCCC1 (centres undefined)	40.4	i	-7.8
Cc1ccc(OCCC(=O)OCC(=O)NC2CCCC2)cc1	7.2	i	-1.1
CN(c1cccc(Cl)c1)S(=O)(=O)c1cccc(C(=O)NCc2ccncc2)c1	4.0	x	2.8
Cc1ccc2c(c1)c1c(n2CC2COC(C)(C)O2)C(=O)CCC1 (centres undefined)	5.7	i	-30.3
COc1ccc(C(=O)N2CCCCC2)cc1S(=O)(=O)Nc1cccc(C(=O)O)c1	5.4	i	3.6
SMILES	OX1R antag-1	CHT allo act	OX1R antag-2
CN1CCN(c2ccc(C(CC(N)=O)NC(=O)c3ccccc3)cc2[N+](=O)[O-])CC1 (centres undefined)	23.5	i	11.0
O=c1[nH]c2ccccc2c(O)c1O	22.5	i	-9.4
COc1ccc(S(=O)(=O)N(C)C[C@H]2Oc3c(NS(=O)(=O)c4ccc(F)cc4)cccc3C(=O)N([C@H](C)CO)C[C@@H]2C)cc1	3.2	x	-16.6
CC(C)C(NS(=O)(=O)c1cccs1)C(=O)Nc1nc(C(C)(C)C)cs1 (centres undefined)	11.2	i	-39.8
NC(=O)c1ccc[n+](CC(=O)Nc2ccccc2C(=O)O)c1	8.0	i	-13.5
CC(=O)Nc1nnc(-c2ccco2)o1	25.9	i	0.4
CCN(CC)C(=O)CC(c1ccc(F)cc1)c1ccc(OC)cc1 (centres undefined)	28.4	i	-60.6
Cc1cc(-c2nnc(SCC(=O)Nc3ccc(S(N)(=O)=O)cc3)n2N)n[nH]1	4.3	i	-1.6
NCc1cccc(-n2cccn2)c1	22.4	i	-34.7
CC(C)C(=O)N1N=C(c2ccc(NS(C)(=O)=O)cc2)CC1c1cccs1 (centres undefined)	26.4	i	-2.6
COc1ccccc1CNC(=O)CCNC(=O)Cn1ccc2ccccc2c1=O	10.0	i	-19.8
COc1ccccc1C(=O)Nc1sc2c(c1C(N)=O)CCCC2	79.3*	i	-3.9
CCOc1ccc(NC(=O)Cn2nnc3c(cnn3-c3ccc(F)cc3)c2=O)cc1	21.3	i	-18.4
Cc1nn(-c2ccccc2)c(N2CCCC2)c1/C=N/Nc1ccc(S(N)(=O)=O)cc1[N+](=O)[O-]	7.4	i	-10.1
Cc1c(C(=O)COC(C)(C)C)[nH]c2ccccc12	37.1	i	-4.1
O=C(Nc1ccccc1C(=O)NC(Cc1ccccc1)C(=O)O)c1ccco1 (centres undefined)	4.5	i	-27.5
Cc1ccc(C)c(NC(=O)C2CC(O)CN2C(=O)Oc2ccccc2)c1 (centres undefined)	30.0	i	-13.5
Cc1c(OCC(=O)NCC(O)c2ccccc2)ccc2c3c(c(=O)oc12)CCCC3 (centres undefined)	16.9	i	-30.8
c1cc(-c2cccs2)nc(-c2cccs2)c1	10.4	i	-5.2
COc1ccccc1NS(=O)(=O)c1cccc(N2CC(O)=C(c3ccccc3)C2=N)c1	16.8	i	-12.7
CCC/C(O)=C1\C(=O)CC(C)(C)CC1=Nc1ccc(OC)cc1	1.2	i	-26.4
C/C(=N\NC(=O)CN(c1ccccc1)S(=O)(=O)c1ccccc1[N+](=O)[O-])C(C)(C)C	0.8	i	-11.3
COc1cccc(OCC(=O)Nc2ccccc2NC(C)=O)c1	9.6	i	-7.6
O=C(Nc1cccc(-c2cn3ccccc3n2)c1)c1cc2ccccc2oc1=O	24.4	i	6.1
COC(=O)c1ccc(N=NNc2cccc(Br)c2)cc1	24.4	i	-25.8

18 structures from above, ordered by heavy-atom count, low to high.
SMILES	OX1R antag-1	CHT allo act	OX1R antag-2
NCc1cccc(-n2cccn2)c1	22.4	i	-34.7
CC(=O)Nc1nnc(-c2ccco2)o1	25.9	i	0.4
c1cc(-c2cccs2)nc(-c2cccs2)c1	10.4	i	-5.2
Cc1c(C(=O)COC(C)(C)C)[nH]c2ccccc12	37.1	i	-4.1
O=C(/C=C\c1ccco1)NC(=S)Nc1ccccc1O	8.2	i	-8.3
NC(=O)Nc1ccc(C(=O)OCC(=O)N2CCCC2=O)cc1	8.8	x	-9.5
COc1ccccc1C(=O)Nc1sc2c(c1C(N)=O)CCCC2	79.3*	i	-3.9
COc1cc(SC)ccc1C(=O)NCCOc1ccc(C)c(C)c1	14.3	i	-25.8
COc1cc(/C=C2\C(=O)ON=C2c2ccccc2)cc(OC)c1OC	15.3	i	-14.5
COCCN1Cc2cccc(C(=O)NCc3ccccc3OC)c2C1=O	27.7	i	-9.2
O=C(C1CCN(C2CC(=O)N(c3cccc(Cl)c3)C2=O)CC1)N1CCCC1 (centres undefined)	40.4	i	-7.8
O=C(Nc1ccccc1C(=O)NC(Cc1ccccc1)C(=O)O)c1ccco1 (centres undefined)	4.5	i	-27.5
COc1ccccc1CNC(=O)CCNC(=O)Cn1ccc2ccccc2c1=O	10.0	i	-19.8
CCOc1ccc(NC(=O)Cn2nnc3c(cnn3-c3ccc(F)cc3)c2=O)cc1	21.3	i	-18.4
CC(=O)c1cccc(NC(=O)CSc2nnc(C(C)N(C)C)n2Cc2ccccc2)c1 (centres undefined)	16.2	i	-30.1
N=c1c(C(=O)NCc2ccco2)cc2c(=O)n3ccccc3nc2n1Cc1ccccc1	63.3	i	-6.1
Cc1nn(-c2ccccc2)c(N2CCCC2)c1/C=N/Nc1ccc(S(N)(=O)=O)cc1[N+](=O)[O-]	7.4	i	-10.1
COc1ccc(S(=O)(=O)N(C)C[C@H]2Oc3c(NS(=O)(=O)c4ccc(F)cc4)cccc3C(=O)N([C@H](C)CO)C[C@@H]2C)cc1	3.2	x	-16.6

Carrying on:
SMILES	OX1R antag-1	CHT allo act	OX1R antag-2
CC(=O)Nc1ccc(NC(=O)C(C)OC(=O)c2ccc(S(=O)(=O)N3CCCCCC3)cc2)cc1 (centres undefined)	15.4	x	-1.9
COc1ccc(S(=O)(=O)NN(C)C(=O)c2nn(-c3ccccc3)ccc2=O)cc1	8.1	i	-9.9
Cc1cccc(OCC(=O)N/N=C\c2cn(C)c3ccccc23)c1	45.2*	i	29.7
CCCCN(C)C(=O)C1CCC(=O)N(c2cc(OC)c(OC)c(OC)c2)C1c1ccc(OC)cc1 (centres undefined)	21.0	i	-25.1
O=C(CN1C(=O)S/C(=C\c2cccs2)C1=O)Nc1ccc(O)c(C(=O)O)c1	14.1	i	-19.3
CCOC(=O)N1CCN(S(=O)(=O)c2ccc(F)cc2)CC1	-6.9	i	-6.2
CC(=O)c1sc(NC(=O)C2CCN(c3ncnc4sc(C)c(C)c34)CC2)nc1-c1ccccc1	8.3	i	-30.2
Cc1nn(C)c(C)c1Nc1ccc(N2C(=O)C3C4C=CC(C4)C3C2=O)cc1[N+](=O)[O-] (centres undefined)	23.0	i	-9.4
CCOC(=O)Cc1csc(NC(=O)Nc2cccc(Cl)c2)n1	24.6	i	-15.7
CC1CCN(S(=O)(=O)Cc2ccccc2Cl)CC1	17.9	i	-22.7
CC1C(=O)N2CCCc3cc(NC(=O)C(=O)NCCCc4ccccc4)cc1c32 (centres undefined)	31.4	i	-22.2
Cc1cccc(Nc2nc(N)nc(CSC(=S)N3CCOCC3)n2)c1	20.6	i	-14.7
O=C(CN1C(=O)NC2(CCCC2)C1=O)N1CCN(Cc2ccccc2)CC1	18.3	i	-8.6
Cc1ccc(-n2nc3c(c2NC(=O)c2ccco2)CS(=O)(=O)C3)c(C)c1	-3.9	i	4.5
COC(=O)CNC(=O)c1ccc(NS(=O)(=O)c2cc([N+](=O)[O-])ccc2Cl)cc1	29.4	i	-8.8
CCOc1ccc(C2C(C(=O)Nc3cc(C)on3)c3ccccc3C(=O)N2CCN2CCOCC2)cc1 (centres undefined)	4.7	i	-18.4
COc1cc(OC)cc(-c2c(-c3cccs3)c3cc(-c4ccc(OC)cc4F)ccc3n2C)c1	-1.0	x	-19.4
CCC(c1nnnn1C(C)C)N1CCN(C2CCCC2)CC1 (centres undefined)	14.1	i	-13.2
COC(=O)C1=C(C)N(Cc2ccccc2)C(=NCc2cc(OC)c(OC)c(OC)c2)N[C@H]1CCc1ccccc1	-0.6	x	-23.5
O=C(O)c1cc(C(=O)O)c(-c2ccccc2)c(C(=O)O)c1	2.3	i	6.7
O=C(c1ccco1)n1nc(-c2ccco2)nc1SCc1ccccc1	8.3	i	-10.1
CCc1nc(N2CCC(C)CC2)c2oc3ccccc3c2n1	6.0	i	-42.1
CCN1CCN(C(CNS(=O)(=O)c2ccc(Cl)cc2)c2ccccc2)CC1 (centres undefined)	-5.7	i	-21.5
CC(CP(=O)(O)O)NC(=O)Cc1ccccc1 (centres undefined)	13.6	i	-14.4
CCC1(c2ccccc2)NC(=O)N(CC(=O)Nc2ccc(S(=O)(=O)NC3=NCCCCC3)cc2)C1=O (centres undefined)	10.0	i	-3.6
SMILES	OX1R antag-1	CHT allo act	OX1R antag-2
O=C(CNC(=S)N(CCCN1CCOCC1)Cc1cccs1)NCc1ccccc1	8.7	i	-25.0
CCn1nc(C(=O)Nc2nc3ccccc3[nH]2)c2ccccc2c1=O	19.9	i	-33.1
CN1CCN(S(=O)(=O)c2cccc(C(=O)Nc3cccc([N+](=O)[O-])c3)c2)CC1	10.4	i	-24.2
COc1ccc(NC(=S)NNC(=O)CNc2ccc(Cl)cc2)cc1	7.6	i	-11.3
COc1cc(C(CC(=O)Nc2cc(C)ccn2)N2Cc3ccccc3C2=O)cc(OC)c1OC (centres undefined)	5.2	i	-11.3
c1ccc(-c2ccccc2OCCN2CCOCC2)cc1	29.9	i	-26.2
Oc1[nH]c2ccc(Br)cc2c1N=NC(=S)Nc1ccc(F)cc1	12.0	i	-15.2
COC(=O)CSc1ncc(C#N)c(N)n1	3.6	i	-8.7
CC(=O)Oc1ccc(-c2cccc(C(=O)NCCO)c2)cc1	7.3	i	2.9
CC(C)c1cc(Br)ccc1OCCCN1C(=O)NC(C)(C)C1=O	14.2	i	-24.0
COCc1nnc(NS(=O)(=O)c2ccc([N+](=O)[O-])cc2)s1	33.1	i	2.4
Cc1ccc(OCC(=O)Nc2c(C)ccc3nsnc23)cc1	14.4	i	-16.4
CCN(C1CCCCC1)S(=O)(=O)c1ccc(S(=O)(=O)N(CC(=O)Nc2ccccc2)C2CC2)cc1	7.7	i	-19.8
COc1ccc(C(=O)Nc2ccccc2C(=O)Nc2cccc(C)n2)cc1	32.2	i	-24.4
Cc1ccc(Cn2c3ccccc3c3cn[nH]c(=O)c32)cc1	11.9	i	-40.6
CCOc1ccc2[nH]c3c(c2c1)CNCC3	7.0	i	-6.0
NC(=O)/C(N=Nc1ccccc1)=N/Nc1ccccc1	39.7	i	-15.9
CCn1c(=O)c2ccccc2n2c(SCC(N)=O)nnc12	4.5	i	-13.5

Assay outcomes as filed in PubChem.
